Assay outcomes from PubChem BioAssay.
Fam108B inh: counter-screen for RBBP9 inhibitors: inhibitors of mouse Fam108B; AID 1947; recombinant Fam108B, FP-Rh probe fluorescence polarization; inhibition, % at 9.51 µM; 0.33% of 300,000 active;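 active means inhibition above the screen mean inhibition plus 3 SD, computed separately per campaign, cut at about 18% in these data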;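 further: inhibitors lower polarization as less probe binds the enzyme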
PME-1 primary: blocks human protein phosphatase methylesterase 1; recombinant PME-1, FP-Rh probe fluorescence polarization; inhibition, % at 5.9 µM; Q9Y570; 0.53% of 320,000 active;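 active means inhibition above the campaign mean of all compounds plus 3 SD, cut at about 26% in these data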;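 further: competitive labeling of PME-1 active site by serine hydrolase directed probe; 0% = PME-1 with DMSO and 100% = wells lacking PME-1 enzyme; inhibitors block probe labeling so polarization falls and inhibition rises; many of its hits are not listed in these tables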
MCL1 BIM primary: MCL1-BIM-BH3 interaction inhibition (human); GST-MCL1 / FITC-Bim-BH3 fluorescence polarization; inhibition, % at 10.9 µM; 0.68% of 320,000 active;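 active means inhibition above the mean inhibition of all tested compounds plus 3 SD, set per campaign, cut at about 40% in these data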;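 further: 0% = DMSO wells and 100% = unlabeled Bim-BH3 peptide control; higher means more loss of mP so more displacement of Bim peptide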
VLA-4 inh: inhibition in a human VLA-4 binding assay; VLA-4 expressing cells, ligand binding flow cytometry; inhibition, % (about 7 µM as worked out from the volumes in the protocol); P13612; 0.2% of 330,000 active; in the data active means inhibition above about 50%
Target sequence (P13612 whole entry, looked up): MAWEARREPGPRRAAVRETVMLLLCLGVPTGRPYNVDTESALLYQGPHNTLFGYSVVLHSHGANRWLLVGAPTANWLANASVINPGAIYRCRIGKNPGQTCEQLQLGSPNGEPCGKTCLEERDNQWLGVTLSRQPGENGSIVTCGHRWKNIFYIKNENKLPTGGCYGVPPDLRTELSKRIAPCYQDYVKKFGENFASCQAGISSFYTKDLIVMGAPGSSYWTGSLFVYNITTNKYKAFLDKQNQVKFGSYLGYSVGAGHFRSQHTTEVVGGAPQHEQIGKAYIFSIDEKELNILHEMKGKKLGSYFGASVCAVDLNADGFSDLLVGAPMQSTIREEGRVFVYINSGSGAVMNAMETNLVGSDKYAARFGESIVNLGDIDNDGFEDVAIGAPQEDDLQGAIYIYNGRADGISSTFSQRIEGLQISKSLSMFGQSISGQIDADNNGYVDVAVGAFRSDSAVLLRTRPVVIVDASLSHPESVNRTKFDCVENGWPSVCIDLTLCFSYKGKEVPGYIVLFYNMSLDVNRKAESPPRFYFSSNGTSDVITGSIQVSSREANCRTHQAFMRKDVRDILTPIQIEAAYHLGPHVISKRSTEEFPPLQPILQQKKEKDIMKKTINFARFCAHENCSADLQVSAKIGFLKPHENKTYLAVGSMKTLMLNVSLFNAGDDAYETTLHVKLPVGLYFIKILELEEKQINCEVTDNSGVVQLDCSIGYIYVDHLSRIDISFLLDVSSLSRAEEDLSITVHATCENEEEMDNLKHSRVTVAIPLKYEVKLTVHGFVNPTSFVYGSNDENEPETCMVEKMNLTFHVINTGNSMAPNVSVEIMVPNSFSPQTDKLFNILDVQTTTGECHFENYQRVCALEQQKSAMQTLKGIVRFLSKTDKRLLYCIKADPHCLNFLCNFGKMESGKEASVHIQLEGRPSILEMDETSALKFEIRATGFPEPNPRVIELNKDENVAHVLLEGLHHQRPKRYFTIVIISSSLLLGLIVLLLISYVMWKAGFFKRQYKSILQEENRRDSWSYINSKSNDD
GLD-1 RNA inh: GLD-1-TGE RNA interaction inhibition (C. elegans); inhibition, % at 5.96 µM; purified GLD-1 + fluorescein TGE RNA, fluorescence polarization; 0.44% of 320,000 active;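 active means percent inhibition above a per-plate cutoff, the plate mean of test compounds plus 3 SD, cut at about 30% in these data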;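 further: 0% = DMSO wells with GLD-1 and probe and 100% = wells lacking GLD-1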
Bcl-xL primary: inhibitors of human Bcl-xL | Q07817 | GST-Bcl-xL / FITC-Bim BH3 peptide fluorescence polarization | inhibition, % at 10.9 µM | 0.7% of 320,000 active;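 active means inhibition above the mean of all tested compounds plus 3 SD, cutoff set per campaign, cut at about 30% in these data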;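 further: 0% = DMSO wells and 100% = unlabeled Bim-BH3 peptide competitor; inhibitors lower millipolarization by displacing the labeled peptide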
MEX-5 binding: C. elegans MEX-5 TCR-2 RNA binding activity. MEX-5/FITC-TCR2 RNA binding, fluorescence polarization; active compounds read low. activity score (negative = inhibition of binding), % at 10 µM. 0.38% of 300,000 active;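 active means inhibition past about -25% in most replicates, and total fluorescence under double the plate's negative control median, limit read from the data; inconclusive means replicates evenly split on the limit, or fluorescence at least double controls; inactive means too little inhibition in most replicates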;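 further: 0% = DMSO and -100% = 5 µM competing unlabeled TCR2 RNA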
GRK2 aptamer HTS: inhibitors of human GRK2 displacing RNA aptamer. P25098. bead flow cytometry, FAM-aptamer displacement from GRK2. inhibition of aptamer binding, % at 10 µM. 0.59% of 330,000 active;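 active means inhibition of aptamer binding above 40%, roughly 3 SD of noise, on plates passing a quality check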;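 further: median bead fluorescence of bound FAM aptamer so fluorescent compounds give negative values; no value below 0 was filed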
Efflux pump mplx: inhibitors of Candida antifungal efflux pumps expressed in yeast | inhibition, % at 10 µM | S. cerevisiae Candida pump triplex, Nile Red efflux | 0.44% of 330,000 active;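 active means plate passing quality check with inhibition over a set limit, or well fluorescence over plate mean plus 4 SD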;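 further: Nile Red retained in pooled yeast measured as flow cytometry median fluorescence; 0% = buffer negative control and 100% = Enniatin B positive control; higher means more Nile Red kept so more efflux inhibition; some compounds called inactive have numbers as strong as hits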
Starred values were filed as active, the others as inactive; u = inconclusive; x = no result given; & = joins results of further samples. Some of the compounds tested; rates above refer to the full screens.

SMILES	Fam108B inh	PME-1 primary	MCL1 BIM primary	VLA-4 inh	GLD-1 RNA inh	Bcl-xL primary	MEX-5 binding	GRK2 aptamer HTS	Efflux pump mplx
CC[n+]1c(C)n(C)c2cc(S(=O)(=O)N(C)C)ccc21	-2	-1	-27	-7	-3	-17	1.7	7	0.4
N/C(=N\OC(=O)CSc1ccccc1)c1ccc([N+](=O)[O-])cc1	4	-3	4	5	-2	1	1.0	3	-0.1
CN1C(=O)C(O)(CC(=O)/C=C\c2ccc3c(c2)OCO3)c2ccccc21 (stereo not drawn)	-8	-8	-3	-48	3	-1	-0.7	0	0.1
Cc1cc(C)nc(N/N=C/c2ccco2)n1	-2	-1	-1	-5	2	0	1.7	12	-0.1
C(=N\N1CCN(c2ccccn2)CC1)/c1ccco1	0	3	-11	10	2	-4	-1.2	2	0.1
COc1ccc(C(=O)Cc2cc3ccccc3oc2=O)cc1	0	2	3	16	-2	3	2.4	0	-1.6
COCCn1cc(C(=S)N2CCOCC2)c2ccccc21	-4	2	7	5	-2	4	1.3	4	0.1
Cc1ccc(NC(=O)CN(C)CC(=O)Nc2ccc(N3CCOCC3)cc2)c(C)c1	2	-6	-4	4	5	0	-1.3	2	-0.2
COc1ccc(CN2CCOCCOCCN(Cc3ccc(OC)cc3)CCOCCOCC2)cc1	1	0	0	-4	4	4	4.1	x	0.0
O=C(NCCc1ccncc1)C(F)(F)F	1	-3	5	7	3	-2	-0.2	0	-0.1
O=C(CCCOc1ccccc1)Nc1ccncc1	3	-1	-1	1	0	0	1.1	0	0.0
C/C(=N\Nc1nc(C)cc(-c2ccccc2)n1)c1ccc(O)cc1	4	2	-5	16	5	-5	-1.8	1	-0.1
O=C(Nc1ncn[nH]1)c1ccccc1Br	3	2	8	19	8	3	-0.3	1	0.4
O=C(COc1ccc(Cl)cc1)N1CCCCC1	5	4	-5	16	-5	7	-0.2	1	0.0
Cc1ccc(Cl)cc1NC(=S)N(CCN(C)C)Cc1cccs1	2	2	2	7	0	1	1.4	0	-0.2
COc1ccc(Cc2c(O)nc(SCC(=O)NC34CC5CC(CC(C5)C3)C4)[nH]c2=O)cc1	1&1	-13&-1	-2&6	5&9	-6&8	1&4	1.3&-2.7	2&0	0.0&-0.1
O=C1CC(c2ccc(Cl)cc2)n2nc(NS(=O)(=O)c3ccc(F)cc3)nc2N1 (stereo not drawn)	2	2	0	22	-2	3	0.1	2	0.4
CC(C)(C)C(=O)Nc1cccc(-c2nc3ccccc3[nH]2)c1	0	-1	-4	8	1	3	3.0	3	-0.3
Cc1c(-c2nc(-c3ccc(C(F)(F)F)cc3)no2)n(C)oc1=O	1	-4	5	26	-2	7	-0.7	1	0.0
Cc1ccc(/C=N/NC(=O)c2c(-c3ccccc3)noc2C)c(O)c1	8	6	5	4	3	0	-0.5	2	0.4

Some of these compounds in order of count of non-hydrogen atoms, ascending:
SMILES	Fam108B inh	PME-1 primary	MCL1 BIM primary	VLA-4 inh	GLD-1 RNA inh	Bcl-xL primary	MEX-5 binding	GRK2 aptamer HTS	Efflux pump mplx
Cc1cc(C)nc(N/N=C/c2ccco2)n1	-2	-1	-1	-5	2	0	1.7	12	-0.1
O=C(CCCOc1ccccc1)Nc1ccncc1	3	-1	-1	1	0	0	1.1	0	0.0
N/C(=N\OC(=O)CSc1ccccc1)c1ccc([N+](=O)[O-])cc1	4	-3	4	5	-2	1	1.0	3	-0.1

More results follow.
SMILES	Fam108B inh	PME-1 primary	MCL1 BIM primary	VLA-4 inh	GLD-1 RNA inh	Bcl-xL primary	MEX-5 binding	GRK2 aptamer HTS	Efflux pump mplx
CC1=C(C(=O)NC2CC(C)(C)Cc3c2cnn3-c2cccc(F)c2)OCCO1 (stereo not drawn)	-2	-6	1	-101	0	-2	0.7	2	0.0
COc1cc(NC(=O)CSc2nc(C)cs2)cc(OC)c1	-9	-3	-9	10	-7	-9	0.5	4	0.0
CN1CCN(CCC(=O)Nc2cccc(Br)c2)CC1	4	3	-3	13	-7	0	2.1	0	0.3
S=C(NCC1CCCO1)Nc1ccc(Nc2ccccc2)cc1 (stereo not drawn)	4	-1	3	15	-1	2	-0.8	1	0.6
CCOc1ccccc1CN1CCN(Cc2[nH]c3ccccc3c2C)CC1CCO (stereo not drawn)	0	-1	13	-1	-10	6	-1.0	0	-0.1
CCCc1nn(-c2ccccc2)c2c1C(c1cccs1)C(C#N)=C(N)O2 (stereo not drawn)	4	0	1	-56	-5	4	-2.3	0	-0.1
O=C(N/N=C/c1cccc(OC(=O)N2CCOCC2)c1)c1cccs1	2	2	6	0	4	8	-1.2	5	-0.1
CCOC(=O)c1c(C)[nH]c(C)c1C(=O)COc1ncnc2ccccc12	0	1	-2	2	-3	5	0.4	0	0.0
CCOCCn1c(CN2CCN(C(c3ccccc3)c3ccccc3)CC2)nc2c1c(=O)n(C)c(=O)n2C	-1	2	8	16	-1	10	2.4	1	0.1
CC(=O)N(Cc1cc(=O)[nH]c2ccccc12)c1ccccc1C	-4	1	8	2	-10	4	0.2	2	-0.2
CCC(C)(CC(=O)O)CC(=O)Nc1cc(C(F)(F)F)cc(C(F)(F)F)c1 (stereo not drawn)	1	2	9	18	1	8	-0.2	2	-0.1
CCCCN(C(=S)Nc1cccc(SC)c1)C1CCN(C(C)=O)CC1	-4	-1	7	11	3	6	-2.3	3	0.0
CCOC(=O)N1CCN(C(=O)/C=C/c2cccc([N+](=O)[O-])c2)CC1	3	-1	5	-1	0	3	0.3	0	-0.1
CCOc1ccc(-c2nc(CSc3nnc(N)s3)cs2)cc1	0	0	2	20	5	2	-0.3	0	0.1
CCN1CC2=C(OC(N)=C(C#N)C2c2ccccc2)/C(=C\c2ccccc2)C1 (stereo not drawn)	-8	2	18	-7	13	16	-1.4	2	-0.1
Cn1c(SCC(=O)N/N=C/C=C/c2ccco2)nc2ccccc21	6	4	32	-15	0	12	3.1	4	-0.1
N#C/C(=C\c1coc2ccc(O)cc2c1=O)C(=O)Nc1nc2ccccc2s1	44*	-12	19	-249	-73	17	u	3	0.0
COc1ccc(CCNC(=O)C(=O)NCC2CCCO2)cc1 (stereo not drawn)	-8	1	-1	-1	9	-4	2.5	0	0.0
O=C1CC(NS(=O)(=O)c2cccnc2)CN1c1ccccc1 (stereo not drawn)	3	-2	2	-12	2	0	-0.9	0	-0.1
Cc1ccccc1OCC(=O)NNC(=S)NC(=O)c1ccccc1[N+](=O)[O-]	0	-6	9	15	4	2	-2.8	1	-0.1
Cn1c(SCc2ccon2)nc2ccccc2c1=O	-2	-5	3	9	-5	3	0.3	5	0.1
CCOC(=O)c1cccc(NC(=O)C(C)N2C(=O)c3ccccc3C2=O)c1 (stereo not drawn)	8	-2	2	8	-2	1	0.7	2	0.0
Cn1c(=O)c(=O)n(C)c2cc(S(=O)(=O)N3CCOc4ccccc43)ccc21	1	6	1	-4	5	0	-0.6	0	-0.1
COc1cc2c(cc1OC)C(C)N(C(=O)c1cc(C)on1)CC2 (stereo not drawn)	1	-1	0	28	10	-4	-3.1	3	0.0
Cc1ccccc1NC(=O)C(Cl)=C(Cl)Cl	-2	-5	-2	7	-13	-3	3.2	0	0.8
C=CCNC(=S)Nc1ccc(OC(F)F)c(Cl)c1	-1	-1	9	0	7	8	1.1	2	-0.2
Cc1ccc(NCc2ccccc2O)cc1C	1	1	1	3	7	4	0.8	7	-0.1
CCNC(=S)N1CCc2cc(OC)c(OC)cc2C1COc1ccc(OC)cc1 (stereo not drawn)	4	5	6	11	-6	7	0.5	1	0.0
C=CCn1c(=O)c2ccccc2n2c(SCC(=O)NC)nnc12	1	2	-4	-14	0	1	0.4	0	0.0
COc1ccc(S(=O)(=O)N2CCOC2CNC(=O)C(=O)NCCCN2CCOCC2)cc1 (stereo not drawn)	7	-2	4	-9	6	1	-1.0	0	-3.1
COc1ccc(CNC(=O)C(C)NS(=O)(=O)c2ccc(C)cc2)cc1 (stereo not drawn)	10	-8	-4	4	1	6	0.9	0	-0.1
C=CS(=O)(=O)c1ccc(Oc2ccc(S(=O)(=O)C=C)cc2)cc1	-3	10	4	49	3	2	1.2	0	0.2
Cn1cccc1CNCC(O)c1ccccc1 (stereo not drawn)	2	0	7	15	5	7	-2.0	0	0.0
O=S(=O)(/N=C(\Sc1ccccc1)c1ccccc1)c1ccc(Cl)cc1	0	-4	9	8	4	15	-2.1	0	-0.1
CS(=O)(=O)c1ccc(Cl)c(NC(=O)Cc2ccsc2)c1	1	0	-19	6	3	-14	-2.8	0	0.1
COCCC(=O)N1CCC(Oc2ccc(C(=O)N3C[C@@H]4CCC[C@H]3C4)cc2)CC1	-7	4	-25	-103	-6	-14	-1.4	11	0.2
COc1ccc(-c2cc(CNS(=O)(=O)c3cc(OC)ccc3OC)on2)cc1	5	2	8	-3	-1	0	-4.3	3	0.3
CCOC(=S)SCC(=O)Nc1nc(-c2ccccc2)cs1	-1	-1	15	-5	0	5	0.7	0	-0.2
CC(C)(C)c1cc(NS(=O)(=O)c2cccs2)no1	0	-1	9	-15	4	5	-0.2	2	0.2
Cc1cccc(OCC(=O)O/N=C(\N)Cc2cccs2)c1	8	2	0	14	6	0	1.3	3	0.0
COc1ccc(/C=N/n2c(N)nc3ccccc32)cc1OC	3	5	0	3	4	6	x	2	0.2
COc1ccc(C2(C)NC(=O)N(CC(=O)Nc3c(C)n(C)n(-c4ccccc4)c3=O)C2=O)cc1 (stereo not drawn)	0	-1	-12	8	3	-10	-1.9	4	-0.1
O=S(=O)(NCCN1CCOCC1)c1ccc(Oc2ccccc2Cl)cc1	4	-2	4	-1	-1	1	0.7	0	-0.3
O=C(Cn1c(=O)oc2ccccc21)NCCc1ccccc1Cl	0	3	6	15	-4	1	1.5	2	0.4
Cc1cc(C)cc(NC(=S)N2CCN(S(C)(=O)=O)CC2)c1	1	3	15	-18	0	5	-8.1	32	0.0
O=C(NN=C1CCN(Cc2ccccc2)CC1)c1cc2ccccc2cc1O	34*	29*	16	19	2	5	-1.6	0	0.1
OCCC1CN(Cc2ccc3cccc(F)c3n2)CCN1Cc1ccccc1 (stereo not drawn)	-2	0	8	16	-3	1	0.5	2	-0.1
COc1ccc(OCCOCCN2CCN(C)CC2)cc1	-4	-6	-1	5	7	7	-3.8	0	-0.1
O=C(N/N=C/c1ccc2c(c1)OCO2)c1ccc(COc2cccc3cccnc23)cc1	-11	-5	10	-10	4	3	0.6	0	-0.2
CSCC[C@H](NC(=O)N1CCn2c1nc1ccccc12)C(=O)NCc1ccccc1	-37	-21	-12	7	-3	5	1.3	0	-0.5
(next part)
SMILES	Fam108B inh	PME-1 primary	MCL1 BIM primary	VLA-4 inh	GLD-1 RNA inh	Bcl-xL primary	MEX-5 binding	GRK2 aptamer HTS	Efflux pump mplx
O=C(CN(Cc1ccccc1)C(=O)c1cc2c(s1)CCC2)NCc1cccs1	0	5	-3	7	1	2	2.6	1	0.3
O=C(NCCc1ccccc1)c1ccc2c(c1)OCO2	-3	-2	0	1	-4	5	1.9	0	0.0
COc1ccc(NC(=O)CSc2nc(N)c(NC(=O)c3cccs3)c(=O)[nH]2)cc1	1	-2	6	13	0	5	2.8	0	0.0
CCN(CC)CCn1nc(C)nc1-c1ccccc1O	2	-1	7	28	2	6	-2.3	2	-0.1
Cc1nc2c(C)cccc2cc1C(=O)N/N=C/c1ccc(O)cc1	0	-5	3	19	6	4	1.1	0	0.1
O=C(CCc1nc(-c2ccccc2)no1)NCCc1ccccc1	3	-6	1	-5	-2	-1	0.1	2	-0.4
